ATXN2 expr inh = reduces ATXN2 reporter expression in HEK-293 cells | HEK-293 ATXN2-luciferase reporter, luminescence, 24 h | Potency, µM (titrated, usually from 57 µM), inactives show at the top dose activity change, negative = inhibition, hits mostly inhibitors | actives 0.72% (n = 360,000); further: potency means the concentration at half of the fitted maximal effect; on the % scale 0 is the no-effect control and ±100 the full control effect; nearly all actives have a fitted effect of over 55% in size
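qHTS (up to 57 uM final) was run with 24 h compound exposure of reporter cells at 37 °C. Each well was multiplexed: SteadyGlo luminescence measured ATXN2-luciferase expression after a fluorogenic Gly-Phe-AFC viability readout (25 uM final).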
HT1080-NT tox = kills 2HG-producing HT-1080-NT fibrosarcoma cells | HT-1080-NT fibrosarcoma viability, CellTiter-Glo ATP luminescence, 48 h | Potency, µM (highest dose often 46.1 µM), for inactives: at the highest dose activity, negative = less viability, usual class: cytotoxic | actives 1.6% (n = 360,000);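 further: NT is the 2HG producing partner of a matched IDH1 knockdown line; potency means the concentration at half of the fitted maximal effect; 0% = DMSO-treated cells and -100% = media-only wells without cells; nearly all actives have a fitted effect of over 55% in size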
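Read-out is CellTiter-Glo luminescence after 10 minutes at room temperature, following 48 hours' compound treatment of HT-1080-NT cells (750 cells/well, RPMI, 5% FBS, 37 degrees C).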
WRN helicase inh = blocks human WRN helicase. actives 0.46% (n = 360,000). Potency, µM (doses to about 114 µM), for inactives: at the highest dose activity change, negative = inhibition, most hits filed as inhibitors. WRN helicase unwinding, fluorescent forked duplex, kinetic; further: potency means the concentration at half of the fitted maximal effect; on the % scale 0 is the no-effect control and ±100 the full control effect; nearly all actives have a fitted effect of over 55% in size
Target sequence (Q14191 whole entry, looked up): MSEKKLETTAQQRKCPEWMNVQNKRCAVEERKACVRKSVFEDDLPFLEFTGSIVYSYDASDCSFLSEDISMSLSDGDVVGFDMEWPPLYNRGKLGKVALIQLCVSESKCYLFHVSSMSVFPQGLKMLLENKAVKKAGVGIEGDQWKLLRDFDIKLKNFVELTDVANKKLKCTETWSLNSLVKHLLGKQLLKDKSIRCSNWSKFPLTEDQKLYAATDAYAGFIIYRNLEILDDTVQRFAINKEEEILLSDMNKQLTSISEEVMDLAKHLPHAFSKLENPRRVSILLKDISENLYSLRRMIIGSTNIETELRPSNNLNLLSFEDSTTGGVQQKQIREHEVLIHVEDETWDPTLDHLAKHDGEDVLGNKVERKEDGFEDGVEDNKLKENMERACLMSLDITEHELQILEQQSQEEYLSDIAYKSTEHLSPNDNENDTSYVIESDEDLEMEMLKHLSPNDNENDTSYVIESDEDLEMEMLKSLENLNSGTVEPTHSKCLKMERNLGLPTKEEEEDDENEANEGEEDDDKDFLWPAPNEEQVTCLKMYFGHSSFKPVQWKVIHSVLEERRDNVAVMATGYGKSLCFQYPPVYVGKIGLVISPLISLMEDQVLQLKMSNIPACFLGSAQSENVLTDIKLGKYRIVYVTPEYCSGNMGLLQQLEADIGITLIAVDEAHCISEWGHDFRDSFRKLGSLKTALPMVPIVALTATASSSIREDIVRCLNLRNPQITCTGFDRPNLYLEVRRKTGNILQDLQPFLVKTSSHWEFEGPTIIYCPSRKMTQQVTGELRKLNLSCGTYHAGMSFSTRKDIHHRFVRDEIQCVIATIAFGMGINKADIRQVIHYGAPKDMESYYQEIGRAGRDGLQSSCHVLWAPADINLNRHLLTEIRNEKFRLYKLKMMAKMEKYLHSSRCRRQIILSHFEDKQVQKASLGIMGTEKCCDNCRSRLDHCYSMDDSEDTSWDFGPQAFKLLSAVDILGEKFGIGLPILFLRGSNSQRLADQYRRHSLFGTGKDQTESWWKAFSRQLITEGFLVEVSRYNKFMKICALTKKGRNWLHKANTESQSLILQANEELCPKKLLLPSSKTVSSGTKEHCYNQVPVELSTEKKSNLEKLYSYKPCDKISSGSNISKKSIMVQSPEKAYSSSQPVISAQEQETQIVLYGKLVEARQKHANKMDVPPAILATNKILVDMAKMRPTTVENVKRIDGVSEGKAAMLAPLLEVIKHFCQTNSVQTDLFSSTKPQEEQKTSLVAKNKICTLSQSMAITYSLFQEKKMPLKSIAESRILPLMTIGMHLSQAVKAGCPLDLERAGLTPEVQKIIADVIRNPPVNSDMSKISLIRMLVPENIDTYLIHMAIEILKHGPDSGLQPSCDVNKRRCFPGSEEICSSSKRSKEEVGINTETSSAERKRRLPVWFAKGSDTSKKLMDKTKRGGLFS
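Screening of the MLSMR collection measured strand separation of a quenched forked DNA duplex (100 nM) by 20 nM WRN with 2 mM ATP, all final. Compounds were preincubated with enzyme 15 min at room temperature.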
SW480 rerep = DNA re-replication induction in SW480 cells; SW480 DNA re-replication, Hoechst DNA content imaging, 48 h; Potency, µM (titrated, usually from 46.1 µM), for inactives: top-dose re-replication activation, actives largely listed as activators; actives 1.8% (n = 340,000); AID 624297; further: potency means the concentration at half of the fitted maximal effect; % of control where 0% means no effect; nearly all actives have a fitted effect of over 55% in size
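Compounds, transferred as 23 nL by pin tool, were incubated with cells for 48 hr; DNA content per nucleus was then quantified by Hoechst staining and fluorescence plate imaging.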
KB-3-1 cytotox = kills parental KB-3-1 adenocarcinoma cells; actives 1.4% (n = 400,000); KB-3-1 viability, CellTiter-Glo ATP luminescence, 72 h; Potency, µM (top dose mostly 46.1 µM), for inactives: at the highest dose activity change, negative = cytotoxic, most hits filed as cytotoxic; further: potency means the concentration at half of the fitted maximal effect; on the % scale 0 is the no-effect control and ±100 the full control effect; nearly all actives have a fitted effect of over 60% in size
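Parental KB-3-1 adenocarcinoma cells in phenol-red-free DMEM with 10% FBS were pin-treated with compounds at several concentrations, incubated 72 h at 37 °C, and viability read by CellTiter-Glo luminescence; concentration-effect curves were fitted after normalization.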
HT1080 IDH1KD tx = HT-1080 IDH1 knockdown cell toxicity (counter line); HT-1080 IDH1 knockdown viability, ATP luminescence, 48 h; Potency, µM (highest dose often 46.1 µM), inactives show at the top dose activity, negative = toxicity, usual class: cytotoxic; actives 2% (n = 360,000); AID 686971;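 further: potency means the concentration at half of the fitted maximal effect; 0% = DMSO wells and -100% = cell-free medium wells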
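IDH1KD HT-1080 cells, 750/well, RPMI + 5% FBS; compound pinned after 2 h settling; 48 h, 37 °C; CellTiter-Glo luminescence; % activity normalised to DMSO and no-cell wells; curves fitted, classed by r2 and efficacy.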
MCF10A rerep = induces DNA re-replication in MCF 10a normal breast cells; actives 2.9% (n = 350,000); Potency, µM (top dose mostly 46.1 µM), for inactives: at the top dose activity, positive = re-replication, hits mostly activators; AID 624296; MCF 10A DNA re-replication, Hoechst nuclear intensity, 48 h; further: potency means the concentration at half of the fitted maximal effect; % of control where 0% means no effect; nearly all actives have a fitted effect of over 50% in size
IL-1B inflam inh = inflammasome signaling inhibition, IL-1 beta readout; THP-1 LPS/ATP IL-1B secretion, AlphaLISA, 16 h; hits give low values; activity change, % at 57.5 µM; actives 4.7% (n = 360,000); AID 743279; in the data active means activity change below about -50%; inconclusive means mostly about -30% to -49%; further: on the % scale 0 is the no-effect control and ±100 the full control effect
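Secreted IL-1B measured by AlphaLISA bead assay after 16 h compound exposure of THP-1 cells; compounds (final up to 57.5 uM) added 1 h before LPS (250 ng/mL) and ATP (1.25 mM) stimulation; lower signal means less secretion.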
KB-V1 cytotox = KB-V1 MDR subline cytotoxicity | KB-V1 MDR cells viability, CellTiter-Glo, 72 h | AID 1347076 | actives 3.4% (n = 400,000) | Potency, µM (top dose mostly 46.1 µM), inactives show top-dose activity change, negative = cytotoxicity, usual class: cytotoxic; further: potency means the concentration at half of the fitted maximal effect; on the % scale 0 is the no-effect control and ±100 the full control effect; nearly all actives have a fitted effect of over 60% in size
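KB-V1 cells (P-gp-expressing MDR subline of KB-3-1) in phenol-red-free DMEM with 10% FBS were exposed to library compounds over a concentration series for 72 h at 37 degrees C. Viability read by CellTiter-Glo luminescence; concentration-effect curves fitted after normalization.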
Starred values were filed as active, the others as inactive; ? = inconclusive; / = not tested or not shown; [ ] = remark or other dose. Unless noted, the call rests on the fitted dose curve; in most records, active means well fitted curve in the direction sought with a large enough effect; inconclusive means small, poorly fitted or top-dose-only effect, or another doubt; inactive means no such curve, though single readings can be large; an effect the other way counts as inactive or inconclusive.

SMILES	ATXN2 expr inh	HT1080-NT tox	WRN helicase inh	SW480 rerep	KB-3-1 cytotox	HT1080 IDH1KD tx	MCF10A rerep	IL-1B inflam inh	KB-V1 cytotox
CCCCN(C)C(=O)c1nc2ccccn2c1CN1CCN(C(=O)c2cccs2)CC1	/	1%	2%	-2%	2%	3%	-3%	8	?
CCCC(=O)c1c[nH]c(C(=O)NCc2cccnc2)c1	-4%	-5%	1%	6%	5%	-2%	?	-8	0%
CCCCN1C(=O)C(CC(=O)NCCCCc2ccccc2)CC(C(=O)N(C)C)=C1C (stereo not given)	-6%	1%	-4%	/	-21%	-4%	/	3	-28%
Cc1ccnc2nc(C(=O)Nc3nccs3)nn12	8%	20%	-9%	-5%	4%	3%	-3%	-8	6%
CC1(C(=O)Nc2cccc3cccnc23)CCN1C(=O)CC1CC1 (stereo not given)	0%	8%	6%	/	0%	0%	/	20	-1%
O=C(NCC(c1ccc(F)cc1)N1CCOCC1)c1ccc(Br)o1 (stereo not given)	-10%	-8%	6%[11.6 µM]	-7%	-2%	0%	1%	-9	?
CCCn1nc2cc(C(=O)NCC34CC5CC(CC(C5)C3)C4)ccc2c1OCC	-25%	-2%	4%	-1%	0%	1%	-8%	-20	-1%
CCOC(=O)c1cccc(NC(=O)c2cnc3ccccc3n2)c1	13%	14%	-17%	3%	-1%	17%[9.24 µM]	27%	-13	?
COc1ccc(CNC(=O)CN(C(=O)c2csnn2)c2ccccc2F)cc1	4%	10%	7%	-7%	3%	12%	-18%	-1	-5%
COc1ccc(C(=O)COC(=O)CCN2C(=O)C3CC=CCC3C2=O)c(OC)c1 (stereo not given)	2%	1%	4%[11.6 µM]	3%	?	1%	?	4	2%
O=C(CSc1nnc(NC(=O)C2CC(=O)N(c3ccccc3)C2)s1)NCC1CCCO1 (stereo not given)	9%	15%	-12%	-4%	3%	16%	1%	4	5%
O=C(CSc1nnc(NC(=O)C2CCC2)s1)NC1CC1	8%	-13%	-18%	-7%	0%	8%	?	13	6%
C/C=C/CSc1nc2c(c(=O)[nH]c(=O)n2C)n1C(C)C	4%	-1%	0%	-2%	3%	-9%	11%	31	12%
Cc1ccccc1C(=O)N1CCC(C(=O)Nc2ccc(S(=O)(=O)N3CCCC3)cc2)CC1	-10%	-4%	3%	-3%[9.22 µM]	-23%	-2%	?	21	13%
N#Cc1cc(C(=O)c2cc(Cl)ccc2O)cn(CC2CCCO2)c1=O (stereo not given)	-2%	0%	-4%	0%	-4%	-4%	18%	-1	-1%
Cc1ccccc1OCC(=O)NNC(=O)c1ccc(-c2ccccc2)cc1	-3%	-23%	-24%	-4%	-4%	-21%	11%	0	-20%
CCCCn1cnc2cc(C)c(C)cc21	-16%	-8%	-3%	-4%	-13%	-2%	-12%	-9	-11%
O=C(NCc1ccccc1)c1onc(CSc2nc3ccccc3[nH]2)c1C(=O)NCc1ccccc1	-22%	2%	-12%	-18%[9.22 µM]	-11%	-2%	7%	-6	-12%
Cc1ccc2cc(CCNC(=O)C3CCCCC3)c(=O)[nH]c2c1C	-7%	18%	-2%	-18%	-6%	-1%	6%	-10	-15%
CC(C)Oc1ccc(C(=O)Nc2nnc(C3=COCCO3)o2)cc1	-10%	0%	-25%	?	?	-4%	1%	4	-28%
Cc1cccc(NC(=O)CSCC(=O)Nc2ccc(S(=O)(=O)N3CCCCC3)cc2)c1	-10%	-12%	-9%	1%	0%	-16%	?	27	-19%
CCOc1ccccc1NC(=O)CSc1n[nH]c(=O)n1-c1ccccc1	1%	5%	-5%	-23%	14%	7%	-5%	14	5%
CCOc1ccccc1Nc1nc2ccccc2n1C(C)C	-4%	8%	-9%	15%	15%	4%	17%	-20	-8%
Cc1ccc(OCc2nc3ccccc3n2C(C(=O)NC(C)(C)C)c2ccccc2)cc1 (stereo not given)	/	?	-7%	/	-15%	-29%	/	-2	?
Brc1ccc(-c2noc(COc3ccc4c(c3)CCC4)n2)o1	30%	-5%	-12%	-11%	-1%	-3%	10%	-25	8%

A draw from above in order of number of heavy atoms, high to low:
SMILES	ATXN2 expr inh	HT1080-NT tox	WRN helicase inh	SW480 rerep	KB-3-1 cytotox	HT1080 IDH1KD tx	MCF10A rerep	IL-1B inflam inh	KB-V1 cytotox
CCCCN1C(=O)C(CC(=O)NCCCCc2ccccc2)CC(C(=O)N(C)C)=C1C (stereo not given)	-6%	1%	-4%	/	-21%	-4%	/	3	-28%
Cc1ccccc1OCC(=O)NNC(=O)c1ccc(-c2ccccc2)cc1	-3%	-23%	-24%	-4%	-4%	-21%	11%	0	-20%
CCOc1ccccc1NC(=O)CSc1n[nH]c(=O)n1-c1ccccc1	1%	5%	-5%	-23%	14%	7%	-5%	14	5%
Cc1ccc2cc(CCNC(=O)C3CCCCC3)c(=O)[nH]c2c1C	-7%	18%	-2%	-18%	-6%	-1%	6%	-10	-15%

More compounds:
SMILES	ATXN2 expr inh	HT1080-NT tox	WRN helicase inh	SW480 rerep	KB-3-1 cytotox	HT1080 IDH1KD tx	MCF10A rerep	IL-1B inflam inh	KB-V1 cytotox
COc1cccc(C(C)(O)c2nc(-c3cccc(C(C)C)c3)cs2)c1 (stereo not given)	?	?	-8%	/	0%	?	/	-83*	3%
COc1ccccc1C(=O)OCC(=O)N1CCC(Cc2ccccc2)CC1	3%	7%	-3%	-8%	5%	0%	2%	0	10%
Cc1cc(C)nc(SCC(=O)NN=C2CCCC2)n1	/	8%	4%	?	-2%	9%	12%	1	5%
C=CCOC(=O)C(C#N)c1nc2ccccc2nc1N1CCN(c2ccccc2OCC)CC1 (stereo not given)	-11%	-6%	-1%	-3%	-7%	-10%	13%	16	-10%
O=c1c2ccccc2sn1-c1ccc(F)cc1	-12%	?	-5%[11.6 µM]	?	-1%	-18%	?	-109*	0%
Cc1sc(NC(=O)CS(=O)(=O)c2ccccc2)c(C(N)=O)c1C	27%	5%	-9%	-1%	11%	0%	2%	-3	?
C=CCn1c(SCC(=O)NCCCC)nc2scc(-c3ccco3)c2c1=O	-8%	-14%	?	1%	8%	-12%	9%	-68*	-7%
CC[C@]12c3[nH]c4ccccc4c3CCN1C(=O)C(CC(=O)NCc1ccc(OC)c(OC)c1)C[C@@H]2C(=O)N1CCN(C(=O)C2CC2)CC1 (stereo not given in full)	4%	8%	8%	-1%	0%	1%	0%	2	0%
CCn1cc(C2=NOC(C(=O)Nc3ccccc3C(=O)OC)C2)c(C)n1 (stereo not given)	-10%	2%	-3%	-11%	10%	-7%	-6%	0	10µM*
Cc1ccccc1NC(=O)CN1C(=O)S/C(=C/c2cccnc2)C1=O	5%	8%	3%	-2%	-3%	4%	-1%	28	14%
CCOC(=O)C1CCN(C(=O)c2cc(S(=O)(=O)N3CCOCC3)ccc2C)CC1	2%	7%[9.24 µM]	-2%	-8%	18%	7%	-4%	18	0%
Cc1c(C(=O)c2cccc(F)c2)c2ccccn2c1CCC#N	-21%	-26%	-9%	-67%[inhibitor]	0%	-14%	-39%[inhibitor]	-8	?
O=C(/C=C/c1cccc(Cl)c1)NCc1cccs1	23%	5%	-6%	-6%	24%	20%	-190%[0.0737 µM]	-17	0%
CN1C(=O)C2(OCC(C)([N+](=O)[O-])CO2)c2ccccc21 (stereo not given)	0%	2%	5%	2%	14%	4%	2%	45	7%
CSCCC(c1nnnn1C(C)(C)C)N1CCN(C/C=C/c2ccccc2)CC1 (stereo not given)	-10%	7%	2%	/	0%	2%	/	-9	0%
CCOc1cc(NC(=S)NCC2CCCO2)c(OCC)cc1NC(=O)c1cccc(F)c1 (stereo not given)	39%[activator]	0%	-7%	-3%	-4%	-5%	3%	71	-20%
CSc1nc(=S)n(-c2ccccc2)c(C)c1C(C)=O	/	4%	-2%	?	0%	4%	15%	24	-1%
CCOC(=O)c1c(C)n(C)c2ccc(OCCN(C)C)cc12	-6%	1%	5%	-1%	?	4%	-1%	?	?
Cn1cc(C(=O)NCN2CCCCC2)c2ccccc21	-6%	7%	-2%	-2%[9.22 µM]	10%	9%	-3%	10	20%
CCOC(=O)N1CCC(NC(=O)C2CCCN(Cc3nc(-c4cccc(Cl)c4)oc3C)C2)CC1 (stereo not given)	-7%	-1%	8%	-14%	?	-8%	2%	58	2%
CN(CC(=O)Nc1cccc(F)c1)C(=O)c1cccnc1Sc1ccccc1	5%	4%	-9%	2%	10%	1%	-3%	-9	-7%
NNC(=O)c1cccc(COCC(F)(F)C(F)F)c1	-1%	4%	?	-15%[9.22 µM]	-2%	7%	-10%	-4	9%
CCCC[C@@H]1CNC(=O)C(=O)N1CC(C)(C)C	3%	5%	0%	-13%	?	5%	17%	25	0%
CCOC(=O)c1c(C)[nH]c(C)c1C(=O)COC(=O)/C=C/c1cccc(Cl)c1	-3%	5%	-13%	12%	9%	12%	20%	?	?
O=C(O)/C(=C\c1c(C(=O)O)[nH]c2cc(Cl)cc(Cl)c12)c1ccccc1	-9%	-2%	-5%	?	0%	17%	-38%[inhibitor]	29	7%
COC1=CC(=O)OC(c2ccccc2C(F)(F)F)C1 (stereo not given)	/	18%	4%	/	1%	19%	/	44	6%
CC(C)(C)OC(=O)N1CCN(C(=O)c2ncn(Cc3ccccc3)c2C(=O)N2CCN(C(=O)OC(C)(C)C)CC2)CC1	-1%	0%	-3%	1%	9%	-15%	29%	-4	5%
Cc1cccc(C)c1-n1nnnc1C(c1ccnc2ccccc12)N1CCN(C(=O)OC(C)(C)C)CC1 (stereo not given)	1%	5%	-8%	/	-15%	3%	/	6	?
O=C(O)CN1C(=O)c2ccc(Oc3ccc4c(c3)C(=O)N(CC(=O)O)C4=O)cc2C1=O	-3%	11%	-2%[57.1 µM]	-6%	6%	12%	9%	17	-3%
